Screening data from PubChem.
IDH1 mut inh: blocks human IDH1 R132H reductase activity; 70,000 compounds, 0.18% hits; inhibition, % at 10 µM; O75874; diaphorase/resazurin fluorescence, 60 min; in the data active means inhibition above about 34%;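 further: 0% = DMSO and 100% = no enzyme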
Target sequence (O75874 whole entry R132H): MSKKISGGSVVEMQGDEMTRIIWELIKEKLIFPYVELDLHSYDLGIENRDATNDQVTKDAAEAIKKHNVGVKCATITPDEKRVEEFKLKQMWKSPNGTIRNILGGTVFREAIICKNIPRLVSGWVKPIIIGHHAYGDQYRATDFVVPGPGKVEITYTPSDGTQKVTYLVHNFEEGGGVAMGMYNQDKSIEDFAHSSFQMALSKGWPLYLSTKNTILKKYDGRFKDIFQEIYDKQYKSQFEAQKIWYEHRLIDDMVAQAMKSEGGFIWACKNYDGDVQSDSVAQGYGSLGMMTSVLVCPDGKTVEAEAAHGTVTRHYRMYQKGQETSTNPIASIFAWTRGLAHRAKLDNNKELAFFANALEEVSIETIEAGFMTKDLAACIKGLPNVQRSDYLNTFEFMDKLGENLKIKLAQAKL
EZH2 inh: EZH2 (human) methyltransferase inhibition; inhibition, % at 12.5 µM; Q15910; PRC2 H3K27 methylation, DELFIA TRF, 1 h; 57,000 compounds, 0.35% hits;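 active means mean inhibition of replicates at least 50% and every single replicate also reaching 50%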;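 further: dimethyl H3K27 on biotinylated H3 21-44 peptide detected by antibody; plate controls were median neutral control wells for no effect and median positive control wells for full effect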
An asterisk follows results filed as active; x = not tested or not shown. Only part of the results is shown; rates above refer to the full screens.

Below each compound: IDH1 mut inh	EZH2 inh
C[C@@H]1CN([C@@H](C)CO)C(=O)CCCn2cc(nn2)CO[C@@H]1CN(C)C(=O)CCC(F)(F)F
  3.6	-2.8
CO[C@H]1CN(C)C(=O)c2ccc(NC(=O)C3CCC3)cc2OC[C@@H](C)NC[C@H]1C
  0.3	6.0
Cc1noc(C)c1S(=O)(=O)N(C)C[C@@H]1OCCCC[C@@H](C)Oc2ccc(NC(=O)Nc3ccc(F)cc3)cc2C(=O)N([C@@H](C)CO)C[C@@H]1C
  1.4	x
CCCc1cn(CC[C@@H]2CC[C@@H](NC(=O)C3CCC3)[C@H](CO)O2)nn1
  0.4	-1.2
C[C@H](CO)N1C[C@H](C)[C@@H](CN(C)S(=O)(=O)c2cn(C)cn2)Oc2ccc(NC(=O)c3ccncc3)cc2C1=O
  -1.0	x
Cc1cc(-c2ccccc2)nc(SCC(=O)Nc2ccccc2C#N)n1
  0.3	5.2
COc1ccc(S(=O)(=O)Nc2ccc3c(c2)C(=O)N([C@@H](C)CO)C[C@@H](C)[C@H](CN(C)S(=O)(=O)c2c(C)noc2C)OCCCC[C@@H](C)O3)cc1
  -7.0	x
O=C(C[C@@H]1C[C@@H]2c3cc(NC(=O)NC4CCCC4)ccc3O[C@@H]2[C@@H](CO)O1)NCc1ccc(Oc2ccccc2)cc1
  -0.1	9.3
CO[C@H]1CN(C)C(=O)c2ccc(NC(C)=O)cc2OC[C@@H](C)NC[C@@H]1C
  -0.1	2.4
Cc1noc(C)c1NC(=O)N(C)C[C@H]1Oc2ccc(NS(=O)(=O)c3ccccc3)cc2C(=O)N([C@H](C)CO)C[C@@H]1C
  3.7	x
CO[C@H]1CN(C)C(=O)c2ccc(NC(C)=O)cc2OC[C@@H](C)N(Cc2cc(F)ccc2F)C[C@H]1C
  -0.2	-11.9
Cc1cc(C)c2oc(-c3cccc(NC(=O)COc4ccc(Br)cc4)c3C)nc2c1
  -0.4	-4.8
CN(CC(N)=O)S(=O)(=O)c1ccc2ccccc2c1
  0.3	0.9
COc1ccc(-c2nnc(SCC(=O)Nc3cc(Cl)c(Cl)cc3Cl)n2C)cc1
  0.3	1.1
C=CCOC(=O)[C@H]1[C@@H]2C(=O)O[C@@H](c3ccccc3)[C@@H](c3ccccc3)N2[C@@H](c2ccc(OCCOC(=O)[C@@H]3C[C@@H]4C(=O)N[C@@H](Cc5ccccc5)C(=O)N4[C@@H]3c3cccc(OCCO)c3)cc2)[C@]12C(=O)Nc1ccccc12
  x	-9.5
O=C(CN1CCOCC1)NCC[C@@H]1CC[C@H](NS(=O)(=O)c2ccc(Cl)cc2)[C@@H](CO)O1
  0.0	12.8
C[C@@H]1CN([C@H](C)CO)S(=O)(=O)c2ccc(-c3cccc(C#N)c3)cc2O[C@H]1CN(C)C(=O)C1CC1
  0.1	x
C[C@H](CO)N1C[C@H](C)[C@H](CN(C)S(=O)(=O)c2ccc(F)cc2)OCCCC[C@H](C)Oc2ccc(NC(=O)Nc3ccccc3)cc2C1=O
  0.8	x
CO[C@@H]1CN(C)C(=O)c2cc(NC(=O)c3ccc(F)cc3)ccc2OC[C@@H](C)N(C(=O)CC2CC2)C[C@@H]1C
  -0.2	0.9
COc1cc(C(=O)Nc2ccc(OCC(=O)O)cc2)ccc1OC(C)=O
  0.1	-12.4
Cc1sc(NC(=O)c2cc(-c3cccnc3)nc3ccccc23)c(C(=O)NC2CCCCC2)c1C
  0.1	-6.9
C[C@@H]1CN([C@@H](C)CO)C(=O)Cc2cc(N(C)C)ccc2O[C@H]1CN(C)S(=O)(=O)c1ccc(F)cc1
  -0.1	x
Cc1noc(C)c1NC(=O)N[C@@H]1CC[C@H](CC(=O)NCCCN(C)C)O[C@@H]1CO
  0.0	-3.5
Cc1noc(C)c1S(=O)(=O)N(C)C[C@@H]1Oc2c(cccc2N(C)C)C(=O)N([C@@H](C)CO)C[C@H]1C
  0.6	-6.5
CC(Sc1nc(O)c(-c2ccccc2)c(=O)[nH]1)C(=O)Nc1ccc(Cl)cc1 (stereo not drawn)
  0.2	11.1
C[C@H](CO)N1C[C@H](C)[C@@H](CN(C)Cc2ccc(Oc3ccccc3)cc2)Oc2c(NC(=O)c3ccc(-c4nccs4)cc3)cccc2C1=O
  1.0	x
C[C@@H]1CN([C@@H](C)CO)C(=O)Cc2cc(NC(=O)NC3CCCCC3)ccc2O[C@@H]1CN(C)C(=O)Nc1ccc(C(F)(F)F)cc1
  1.5	x
CO[C@@H]1CN(C)C(=O)c2ccc(NC(=O)CN(C)C)cc2OC[C@@H](C)N(C(=O)c2ccncc2)C[C@H]1C
  0.0	-3.1
C[C@@H]1CN([C@H](C)CO)C(=O)c2cc(-c3ccncc3)cnc2O[C@H]1CN(C)Cc1cccnc1
  2.5	-1.5
Cc1ccc2oc(-c3cccc(NC(=O)COc4ccc5ccccc5c4)c3)nc2c1
  0.2	18.5
O=C(O)C[C@H]1CC[C@@H](NC(=O)Nc2cc(F)ccc2F)[C@H](CO)O1
  0.1	2.1
C[C@@H]1CN([C@@H](C)CO)C(=O)c2cc(NC(=O)Nc3cccc4ccccc34)ccc2O[C@H]1CN(C)CC1CCCCC1
  -1.2	x
COCC#Cc1cnc2c(c1)C(=O)N([C@@H](C)CO)C[C@H](C)[C@H](CN(C)C(=O)Cc1ccncc1)O2
  -0.1	x
COc1ccc(NC(=O)N(C)C[C@H]2OCCCC[C@@H](C)Oc3ccc(NS(=O)(=O)c4c(C)noc4C)cc3C(=O)N([C@H](C)CO)C[C@H]2C)cc1
  1.5	x
COc1ccc(-n2c(SCC(=O)Nc3cccc4ccccc34)nc(O)cc2=O)cc1
  -0.2	7.5
Cc1noc(C)c1NC(=O)Nc1ccc2c(c1)CC(=O)N([C@H](C)CO)C[C@H](C)[C@H](CN(C)C(=O)Nc1ccc(F)cc1)O2
  5.6	x
C[C@H](CO)N1C[C@H](C)[C@@H](CN(C)Cc2ccc(C(=O)Nc3ccccc3N)cc2)Oc2ccc(NC(=O)Cn3cnnn3)cc2CC1=O
  0.0	x
Cc1noc(C)c1NC(=O)N(C)C[C@H]1Oc2ccc(NS(=O)(=O)c3cccs3)cc2CC(=O)N([C@@H](C)CO)C[C@@H]1C
  0.0	x
CS(=O)(=O)N(CC(=O)Nc1ccc(C(N)=O)cc1)c1cc(Cl)cc(Cl)c1
  0.6	-0.3
C[C@H]1CCCCO[C@H](CN(C)C(=O)C2CCCCC2)[C@@H](C)CN([C@@H](C)CO)C(=O)c2cc(NS(C)(=O)=O)ccc2O1
  x	-14.0
C[C@@H]1CCCCO[C@H](CN(C)Cc2ccncc2)[C@H](C)CN([C@H](C)CO)C(=O)c2cc(NS(C)(=O)=O)ccc2O1
  5.0	0.2
C[C@@H]1CN([C@H](C)CO)S(=O)(=O)c2ccc(-c3ccccc3)cc2O[C@@H]1CN(C)C(=O)c1ccccc1F
  x	-14.4
O=C(NCC[C@H]1CC[C@H](NC(=O)C2CCOCC2)[C@H](CO)O1)c1ccc(F)cc1
  -0.7	3.4
CCCC(=O)Nc1ccc2c(c1)OC[C@H](C)N(Cc1ccc(-c3ccccn3)cc1)C[C@@H](C)[C@H](OC)CN(C)C2=O
  -0.7	-17.9
Cc1ccc(-c2ccc3c(c2)O[C@H](CN(C)C(=O)Nc2ccc(F)cc2)[C@@H](C)CN([C@@H](C)CO)S3(=O)=O)cc1
  0.6	-25.6
COCC#Cc1cnc2c(c1)C(=O)N([C@H](C)CO)C[C@H](C)[C@@H](CN(C)C(=O)Nc1c(C)noc1C)O2
  x	-9.7
COc1ccc(NC(=O)CSc2n[nH]c(-c3ccccc3)n2)cc1
  0.1	6.2
C[C@@H]1CN([C@@H](C)CO)C(=O)c2cc(NC(=O)C3CC3)ccc2O[C@@H]1CN(C)Cc1ccc(C(F)(F)F)cc1
  -0.6	-12.0
COC(=O)CCCCCCC(=O)N=NC=C1C=CN(O)C=C1
  x	-20.4
CCCC#Cc1ccc2c(c1)O[C@H](CN(C)Cc1ccncc1)[C@@H](C)CN([C@@H](C)CO)S2(=O)=O
  0.6	x
CC(=O)Nc1cc2ccccc2oc1=O
  -0.6	14.2
C[C@H](CO)N1C[C@H](C)[C@H](CN(C)Cc2ccccc2F)Oc2ncc(C3=CCCC3)cc2C1=O
  -0.1	-3.8
COC(=O)c1c(NC(=O)Cn2ccc([N+](=O)[O-])n2)sc2c1CCCC2
  0.1	6.2
COc1ccccc1NC(=O)c1c(NC(=O)Cc2ccc([N+](=O)[O-])cc2)sc(C)c1C
  0.2	1.0
CC(=O)c1ccccc1OC(=O)CCN1C(=O)C2C3c4ccccc4C(c4ccccc43)C2C1=O (stereo not drawn)
  0.1	-8.4
C[C@@H]1CN([C@H](C)CO)C(=O)c2cccc(NC(=O)NC3CCCCC3)c2O[C@@H]1CN(C)Cc1ccncc1
  0.2	-4.0
C[C@H](CO)N1C[C@H](C)[C@@H](CN(C)C(=O)Nc2ccc3c(c2)OCO3)Oc2ccc(NS(=O)(=O)c3cccs3)cc2CC1=O
  -0.8	x
COc1ccc(CNC(=O)C[C@@H]2CC[C@@H](NC(=O)c3cccc(F)c3)[C@H](CO)O2)cc1
  0.0	4.0
C[C@@H]1CCCCO[C@@H](CN(C)C)[C@H](C)CN([C@@H](C)CO)C(=O)c2cc(NC(=O)Cc3ccccc3)ccc2O1
  1.1	3.3
Cc1ccc(S(=O)(=O)Nc2ccc3c(c2)C(=O)N([C@@H](C)CO)C[C@@H](C)[C@@H](CN(C)S(=O)(=O)c2c(C)noc2C)O3)cc1
  -7.2	x

Copied from the entries so far (4 entries):
Below each compound: IDH1 mut inh	EZH2 inh
CCCC#Cc1ccc2c(c1)O[C@H](CN(C)Cc1ccncc1)[C@@H](C)CN([C@@H](C)CO)S2(=O)=O
  0.6	x
CC(=O)Nc1cc2ccccc2oc1=O
  -0.6	14.2
C[C@H](CO)N1C[C@H](C)[C@H](CN(C)Cc2ccccc2F)Oc2ncc(C3=CCCC3)cc2C1=O
  -0.1	-3.8
COC(=O)c1c(NC(=O)Cn2ccc([N+](=O)[O-])n2)sc2c1CCCC2
  0.1	6.2

Further records follow.
Below each compound: IDH1 mut inh	EZH2 inh
C[C@@H]1CN([C@@H](C)CO)C(=O)c2cc(C#CCN(C)C)cnc2O[C@H]1CN(C)C(=O)Cc1ccccc1
  -0.4	-5.4
CC(C)NC(=O)Nc1ccc2c(c1)C(=O)N([C@H](C)CO)C[C@@H](C)[C@H](CN(C)C(=O)c1ccncc1)OCCCC[C@@H](C)O2
  1.5	-1.0
C[C@@H]1CN([C@@H](C)CO)C(=O)c2cc(-c3ccc(C#N)cc3)cnc2O[C@@H]1CN(C)Cc1ccncc1
  0.3	x
Cc1noc(C)c1S(=O)(=O)Nc1cccc2c1O[C@H](CN(C)CC1CC1)[C@H](C)CN([C@H](C)CO)C2=O
  -0.4	x
Cc1noc(C)c1NC(=O)Nc1ccc2c(c1)C(=O)N([C@@H](C)CO)C[C@@H](C)[C@@H](CN(C)CC1CCCCC1)O2
  2.6	0.9
O=C(CSc1nnc(CN2CCOCC2)n1-c1ccccc1)N1CCc2ccccc21
  0.6	-8.4
CCc1ccc(OCC(=O)Nc2cc(OC)ccc2OC)c(Br)c1
  -0.3	31.1
C[C@@H]1CN([C@@H](C)CO)C(=O)c2cc(NS(=O)(=O)c3ccc(F)cc3)ccc2O[C@@H](C)CCCCO[C@H]1CN(C)Cc1ccncc1
  5.4	x
COc1ccc(S(=O)(=O)Nc2ccc3c(c2)CC(=O)N([C@@H](C)CO)C[C@H](C)[C@@H](CN(C)CC2CCCCC2)O3)cc1
  0.0	x
Cc1noc(C)c1S(=O)(=O)N(C)C[C@H]1Oc2ccc(NC(=O)C3CC3)cc2CC(=O)N([C@@H](C)CO)C[C@H]1C
  0.8	x
O=C1O[C@@H](c2ccccc2)[C@@H](c2ccccc2)N2[C@@H](c3ccccc3OCCO)[C@]3(C(=O)Nc4ccccc43)[C@@H](C(=O)Nc3nc4ccccc4s3)[C@H]12
  x	-13.1
C[C@@H]1CN([C@@H](C)CO)C(=O)c2cc(NS(=O)(=O)c3cccs3)ccc2O[C@@H]1CN(C)C(=O)Nc1cccc2ccccc12
  0.3	x
CC(C)C#Cc1ccc2c(c1)O[C@H](CN(C)CC1CCOCC1)[C@H](C)CN([C@@H](C)CO)S2(=O)=O
  -0.3	-4.7
C[C@@H]1CN([C@H](C)CO)S(=O)(=O)c2ccc(C3=CCCC3)cc2O[C@@H]1CN(C)C(=O)c1ccccn1
  6.5	-8.6
C[C@@H]1CN([C@@H](C)CO)S(=O)(=O)c2ccc(-c3ccc(F)cc3)cc2O[C@H]1CN(C)C
  -1.1	1.6
CCCC(=O)Nc1ccc2c(c1)C(=O)N(C)C[C@H](OC)[C@@H](C)CN(Cc1nccs1)[C@@H](C)CO2
  0.0	5.5
CC(C)CC#Cc1ccc2c(c1)O[C@@H](CN(C)C(=O)Cc1ccncc1)[C@H](C)CN([C@@H](C)CO)S2(=O)=O
  13.4	x
CC(C)c1ccc(OCC(=O)Nc2ccc(Br)cc2C(=O)O)cc1
  0.3	6.8
CC(C)NC(=O)Nc1ccc2c(c1)CC(=O)N([C@@H](C)CO)C[C@@H](C)[C@H](CN(C)C(=O)Nc1cccc3ccccc13)O2
  -13.2	-5.2
C[C@H]1CN([C@@H](C)CO)S(=O)(=O)c2ccc(C#CC3CCCC3)cc2O[C@H]1CN(C)S(C)(=O)=O
  -2.3	-14.9
CCCNC(=O)C[C@@H]1C[C@@H]2c3cc(NS(=O)(=O)c4ccccc4)ccc3O[C@@H]2[C@H](CO)O1
  -0.4	-13.7
